Epigenetic mod: qHTS Assay for Epigenetic Modulators; hit rate 0.09% among 68,000; mouse C127i GFP locus derepression, cytometry, 30 h; AID 597, 2007; Potency, µM (doses to about 46.1 µM), for inactives: at the top dose GFP derepression (activation); note: % of control where 0% means no effect
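Murine C127i mammary cells carrying a silenced, stably integrated CMV-driven GFP reporter were treated with compound for 30 hours at 37 C. After PBS washes, GFP-positive cells were counted by laser-scanning microplate cytometry.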
CRE-bla Fsk: Cell signaling CRE-BLA (Fsk stim). CHO CRE-bla reporter (cAMP response element driving beta-lactamase), forskolin EC10, beta-lactamase ratio. hit rate 2.5% among 71,000. AID 662, 2007. Potency, µM (doses to about 38.2 µM), without a hit: at the top dose activity change, negative = inhibition, most hits filed as activators; active = well fitted activation curve with a large enough effect in the signal ratio, with a control signal flat, not every such curve was filed as active; inconclusive = small, poorly fitted or top-dose-only effect, or effect the other way, or a change in a side signal; the % refers to the signal ratio; note: potency is the fitted concentration of half-maximal effect; % of control where 0% means no effect
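Beta-lactamase reporter under a cAMP responsive element in CHO cells; compounds tested in titration series against EC10 NKH 477, 3 h at 37 °C. Read-out: CCF4 FRET ratio 460nm/530nm (excitation 405nm) giving %Activity, fitted to AC50.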
Ub-GFP proteasome: Ubiquitin-GFP Assay | Ubiquitin-GFP reporter cells, proteasome inhibition, GFP fluorescence; response scale: untreated = 0%, 10 µM MG-132 = 100% | 67,000 tested, under 10 active | Potency, µM (doses to about 45.9 µM), inactives show at the top dose activation (GFP accumulation), actives largely listed as activators; active = well fitted activation curve with a large enough effect, not every such curve was filed as active; inconclusive = small, poorly fitted or top-dose-only effect, or another doubt; inactive = no such curve, though single readings can be large or run the other way; note: potency is the fitted concentration of half-maximal effect
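GFP accumulation read-out: laser plate cytometry counting ubiquitin(G76V)-GFP-expressing U2OS cells after 4 hr compound exposure at 37 °C. Titrations spanned 46 uM to 2.9 nM; 0% = basal, 100% = 10 uM MG-132; concentration-response curves fitted.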
Hsp90 Hop PPI: qHTS Assay for Disrupters of an Hsp90 Co-Chaperone Interaction | Potency, µM (series often up to 57 µM), for inactives: top-dose activity change, negative = inhibition | AlphaScreen TPR2A-His6 binding biotin-Hsp90 C-terminal peptide | Hsp90 C-terminal peptide / TPR2A (Hop) interaction, human | AID 595, 2007 | hit rate 0.44% among 71,000; active = well fitted curve in either direction with a large enough effect; inconclusive = small, poorly fitted or top-dose-only effect, or another doubt; note: potency is the fitted concentration of half-maximal effect; % is set by controls: 0 for no effect and ±100 for the full control effect; many of its hits are not listed in these tables
USP2a inh: qHTS Assay for Inhibitors of Ubiquitin-specific Protease USP2a; Ubiquitin carboxyl-terminal hydrolase 2 (Homo sapiens), O75604; USP2a enzymatic assay, qHTS inhibition; Potency, µM (doses to about 38.3 µM), without a hit: top-dose activity change, negative = inhibition, most hits filed as inhibitors; hit rate 0.1% among 60,000;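 note: potency is the fitted concentration of half-maximal effect; nearly all actives have a fitted effect of over 60% in size; plate controls were DMSO for no effect and NEM full inhibition control for full effect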
Target sequence (O75604 whole entry, looked up): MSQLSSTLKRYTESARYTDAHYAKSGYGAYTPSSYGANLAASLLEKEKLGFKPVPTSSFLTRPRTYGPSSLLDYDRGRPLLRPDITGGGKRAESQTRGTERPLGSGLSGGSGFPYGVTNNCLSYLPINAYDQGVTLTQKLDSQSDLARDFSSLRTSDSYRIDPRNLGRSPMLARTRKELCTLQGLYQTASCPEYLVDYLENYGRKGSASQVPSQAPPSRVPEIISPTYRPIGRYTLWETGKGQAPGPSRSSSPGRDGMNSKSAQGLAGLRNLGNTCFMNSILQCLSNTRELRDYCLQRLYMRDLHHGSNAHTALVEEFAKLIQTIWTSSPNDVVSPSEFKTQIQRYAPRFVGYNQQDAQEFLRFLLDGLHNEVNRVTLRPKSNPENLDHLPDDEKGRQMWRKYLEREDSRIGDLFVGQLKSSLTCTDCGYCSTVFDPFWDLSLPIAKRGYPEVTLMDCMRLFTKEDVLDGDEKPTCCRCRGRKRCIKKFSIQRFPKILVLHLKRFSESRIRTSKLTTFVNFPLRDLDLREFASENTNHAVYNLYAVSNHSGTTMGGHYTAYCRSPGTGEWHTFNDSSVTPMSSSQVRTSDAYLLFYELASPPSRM
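20 nM USP2 core + cpd, 30 min RT; add 20 nM Ub-PLA2/20 uM NBD C6-HPC; read Ex460/Em535 at 0 h and 2.5 h. Normalized to NEM; qHTS curve fit/classification.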
15-hLO inh: qHTS Assay for Inhibitors of 15-hLO (15-human lipoxygenase). Polyunsaturated fatty acid lipoxygenase ALOX15 (Homo sapiens), P16050. purified 15hLO-1, xylenol orange hydroperoxide absorbance. Potency, µM (doses to about 57.1 µM), for the others: top-dose activity change, negative = inhibition, usual class: inhibitors. hit rate 1.4% among 74,000. AID 887, 2007; note: potency is the fitted concentration of half-maximal effect; % is set by controls: 0 for no effect and ±100 for the full control effect; nearly all actives have a fitted effect of over 55% in size
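40 nM 15hLO-1 + cpd, 15 min RT; start w/ 50 uM AA (final), 6 min RT; stop/detect w/ 200 uM XO + 300 uM Fe(II) in 50 mM H2SO4, 30 min; A573/A405. Buffer 25 mM Hepes pH 7.5, 0.01% Triton X-100. No-enzyme wells as negative control.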
DNA Pol III inh: qHTS Assay for Inhibitors of DNA Polymerase III Holoenzyme System | reconstituted DNA polymerase III holoenzyme replication, biochemical | Potency, µM (titrated, usually from 57.1 µM), for the others: at the top dose activity change, negative = inhibition | hit rate 0.25% among 71,000; note: potency is the fitted concentration of half-maximal effect; % is set by controls: 0 for no effect and ±100 for the full control effect
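Reconstituted *E. coli* holoenzyme (0.35 nM Pol III, 1 nM beta, 154 nM SSB, 2 nM primase) was preincubated with compound for 15 min at RT. Synthesis on 1.4 nM ssM13Gori ran 35 min, then was stopped with PicoGreen/EDTA and read as dsDNA fluorescence.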
HADH2 inhib: qHTS Assay for Inhibitors of HADH2 (Hydroxyacyl-Coenzyme A Dehydrogenase, Type II). 3-hydroxyacyl-CoA dehydrogenase type-2 (Homo sapiens), Q99714. recombinant HADH2, NADH fluorescence, beta-hydroxybutyryl-CoA. Potency, µM (highest dose often 57.1 µM), for the others: at the highest dose activity change, negative = inhibition, actives largely listed as inhibitors. hit rate 3.4% among 73,000; note: potency is the fitted concentration of half-maximal effect; % is set by controls: 0 for no effect and ±100 for the full control effect; nearly all actives have a fitted effect of over 60% in size; many of its hits are not listed in these tables
Target sequence (Q99714 whole entry, looked up, one chain of several): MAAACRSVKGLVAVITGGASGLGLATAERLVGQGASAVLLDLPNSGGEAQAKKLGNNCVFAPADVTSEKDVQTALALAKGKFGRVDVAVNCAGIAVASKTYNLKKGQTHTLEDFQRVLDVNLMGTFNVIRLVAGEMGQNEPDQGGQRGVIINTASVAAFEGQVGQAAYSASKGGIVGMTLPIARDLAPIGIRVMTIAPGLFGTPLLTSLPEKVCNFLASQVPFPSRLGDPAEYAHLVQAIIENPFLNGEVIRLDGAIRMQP
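Buffer 100 mM Tris-HCl pH 9.0/0.01% Tween-20; HADH2 20 nM; NAD+ 1 mM; beta-hydroxybutyryl-CoA 90 uM (all final). 15 min cpd preincubation, RT.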
BRCT PPI red: qHTS Assay for Inhibitors of BRCT-Phosphoprotein Interaction (Red Fluorophore); Breast cancer type 1 susceptibility protein (Homo sapiens), P38398; Potency, µM (highest dose often 76.9 µM), inactives show top-dose activity change, negative = inhibition, actives largely listed as inhibitors; AID 892, 2007; BRCT-phosphopeptide binding, red fluorescence polarization; hit rate 0.03% among 75,000; note: % is set by controls: 0 for no effect and ±100 for the full control effect
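Rhodamine-labelled pBACH1 10-mer (100 nM) bound to BRCT domain (100 nM) at pH 7.3; compounds incubated 12 min room temperature, polarization read. Free peptide defines full inhibition; unlabelled decapeptide titrated as control.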
BRCT PPI green: qHTS Assay for Inhibitors of BRCT-Phosphoprotein Interaction (Green Fluorophore). Breast cancer type 1 susceptibility protein (Homo sapiens), P38398. BRCA1 BRCT-phosphopeptide binding, green fluorescence polarization. Potency, µM (top dose mostly 76.9 µM), inactives show at the top dose activity change, negative = inhibition, actives largely listed as inhibitors. hit rate 0.05% among 75,000;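 note: potency is the fitted concentration of half-maximal effect; plate controls were peptide without protein for full effect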
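Compounds were incubated for 12 min at room temperature with a complex of 100 nM fluorescein-tagged pBACH1 decapeptide and 250 nM His-tagged BRCT protein. Buffer was phosphate pH 7.3 with EDTA, DTT and Tween 20. Disruption of binding lowers the polarization signal.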
HBB splicing: qHTS Assay for Modulators of Hemoglobin Beta Chain Splicing | HBB splicing reporter cell assay, activation; EGFP reporter with mutant IVS2-654 intron; response scale: normalised to 500 nM splice-correcting PNA | AID 925, 2007 | hit rate 0.06% among 65,000 | Potency, µM (series often up to 46.1 µM), inactives show at the top dose activation, actives largely listed as activators; note: potency is the fitted concentration of half-maximal effect; 0% is about no effect
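HeLa cells stably expressing EGFP interrupted by mutant beta-globin intron 2 (IVS2-654), 500/well in 2% FCS. Treated with compound for 2 days at 37C. Splicing correction scored as total well GFP intensity (488 nm excitation, 500-520 nm emission); 500 nM antisense PNA served as control.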
The depositor's hits bear a star; ? = inconclusive; / = not tested or not shown; [ ] = remark or other dose. Unless noted, calls come from the whole dose curve; as a rule, active = well fitted curve in the direction sought with a large enough effect; inconclusive = small, poorly fitted or top-dose-only effect, or another doubt; inactive = no such curve, though single readings can be large; an effect the other way counts as inactive or inconclusive. An excerpt. The share of hits here may be higher or lower than overall.

The first 2 compounds, ahead of the listing:
compound	DNA Pol III inh	Ub-GFP proteasome	Hsp90 Hop PPI	HADH2 inhib	USP2a inh	BRCT PPI red	15-hLO inh	CRE-bla Fsk	HBB splicing	BRCT PPI green	Epigenetic mod
COc1ccccc1CN1C(=O)c2ccncc2C1=O	3%	-8%	1%	0%	2%	0.0%	-2%	-6%	1.1%	-0.2%	3%
CCCCCSc1nnc2c(n1)OC(C)N(C(C)=O)c1ccccc1-2 (configuration not stated)	-4%	3%	-4%	-18%	/	-1.6%	?	-9%	-1.3%	-17%	-4%

All compounds of this part (from the top)
compound	DNA Pol III inh	Ub-GFP proteasome	Hsp90 Hop PPI	HADH2 inhib	USP2a inh	BRCT PPI red	15-hLO inh	CRE-bla Fsk	HBB splicing	BRCT PPI green	Epigenetic mod
COc1ccccc1CN1C(=O)c2ccncc2C1=O	3%	-8%	1%	0%	2%	0.0%	-2%	-6%	1.1%	-0.2%	3%
CCCCCSc1nnc2c(n1)OC(C)N(C(C)=O)c1ccccc1-2 (configuration not stated)	-4%	3%	-4%	-18%	/	-1.6%	?	-9%	-1.3%	-17%	-4%
O=C(O)[C@@H]1CSC2(CCSC2)N1 (some centres not stated)	-1%	3%	-5%	0%	-11%	-1.6%	-10%	?	-2.9%	-3.2%	3%
COc1ccccc1-c1nnc(SCC(=O)NCc2c(C)c(Cl)cc(C(C)C)c2O)o1	1%	4%	1%	16%	26%	-0.6%	-18%	?	3.3%	-2.4%	2%
O=C(Cn1cccc1)Nc1ccc(OC(F)(F)F)cc1	1%	-5%	0%	1%	10%	-3.2%	-3%	?	-4.0%	-8.1%	0%
COC(=O)C1=C(C)N(C)C(C)=C(C(=O)OC)C1c1ccncc1	-4%	0%	-4%	-7%	7%	-0.3%	2%	?	1.3%	1.1%	-3%
CC(=O)N1CCN(c2ccc(NC(=O)COc3ccc(Cl)cc3Cl)cc2)CC1	-2%	0%	-9%	12%	14%	2.3%	-8%	28%	/	0.0%	-2%
O=S(=O)(c1ccc(F)cc1)N1CN(Cc2ccco2)c2nc3ccccc3nc21	-3%	0%	-9%	-16%	35%[activator]	-0.8%	-16%	?	5.3%[57.5 µM]	6.3%	4%
CN(C(=O)c1ccccc1)C1(C)CCS(=O)(=O)C1 (configuration not stated)	0%	24%	-5%	-7%	-2%	-0.5%	-1%	?	-0.7%	-1.7%	3%
S=c1nc(C2CC2)[nH]c2ccccc12	7%	5%	-8%	1%	13%	0.0%	-9%	-4%	-1.1%	-1.9%	2%
CC(=O)Nc1ccccc1N(C)S(=O)(=O)c1ccc(C)cc1	-1%	5%	-1%	8%	5%	-0.1%	4%	17%	-0.7%	-4.0%	6%
Cc1cc(Cc2cc(C)cc(C(C)(C)C)c2O)c(O)c(Cc2cc(C)cc(C(C)(C)C)c2O)c1	-12%[11.4 µM]	2%[9.17 µM]	-11%[11 µM]	2%[11.4 µM]	/	-0.5%[15.4 µM]	-18%[11.4 µM]	15%[7.6 µM]	-2.4%[9.22 µM]	-0.2%[15.4 µM]	0%[9.22 µM]
COc1ccc(N2CCN(S(=O)(=O)c3ccc(C(=O)NC4CCCC4)cc3)CC2)cc1	1%	-1%	0%	-6%	9%	-0.4%	4%	-7%	/	0.4%	-3%
O=C(Nc1cccc(Cl)c1N1CCCC1)c1ccc(Br)o1	-3%	2%	-4%	0%	-8%	1.4%	-23%	25%	-0.4%	3.7%	2%
C=C(C)C1CC=C(C)C(OC(C)=O)C1 (configuration not stated)	-1%	/	-3%	11%	/	-0.3%	47%[activator]	-6%	0.8%	-1.9%	/
O=C(c1cnccn1)N(c1ccccc1)C1(C(=O)NC2CCCC2)CCCCC1	0%	5%	-10%	9%	13%	-1.0%	2%	-4%	-2.4%	-1.3%	-1%
CC(C)(c1cc(Br)c(OCC(Br)CBr)c(Br)c1)c1cc(Br)c(OCC(Br)CBr)c(Br)c1 (configuration not stated)	-5%	/	2%	0%	/	-0.3%	1%	8%	0.4%	-1.0%	/
O=C(CN1CCN(Cc2ccc(Cl)cc2)C1=O)NCCN1CCCC1	8%	-6%	-6%	3%	/	0.4%	-6%	-7%	0.6%	0.9%	5%
CCOc1ccc(C2CC(c3cccc(OC)c3)Nc3ncnn32)cc1 (configuration not stated)	-8%	-6%	-4%[2.3 µM]	-7%	/	1.2%	22%	8%	0.7%	0.3%	/
CNC(=O)n1ccc(C(=O)N2CCCCC2)n1	-9%	0%	-2%	10%	-6%	-1.4%	15%	-18%	-1.5%	-1.0%	5%

Other results follow:
compound	DNA Pol III inh	Ub-GFP proteasome	Hsp90 Hop PPI	HADH2 inhib	USP2a inh	BRCT PPI red	15-hLO inh	CRE-bla Fsk	HBB splicing	BRCT PPI green	Epigenetic mod
CCC/C=C(\CCC)C(NC(=O)c1ccc(-c2ccccc2)cc1)c1ccc(C(=O)OC)cc1 (configuration not stated)	-8%	/	1%	7%	/	-2.4%	/	2%	0.5%	-3.9%	/
Cc1nnc(NC(=O)c2ccccc2Br)s1	2%	-3%	-2%	-5%	-2%	-0.6%	3%	2%	-3.9%	-1.0%	-2%
CCOC(=O)c1cn(CC)c2cc(N3CCSCC3)c(F)cc2c1=O	0%	-4%	1%	?	2%	-0.4%	5%	?	0.1%[57.5 µM]	-2.1%	-2%
Cc1ccccc1C(=O)Nc1c(C(=O)N2CCCC2)cnn1-c1ccccc1	-6%	-7%	-3%	1%	-3%	0.4%	12%	-6%	0.4%	4.0%	0%
CCC1CCCCN1CCNS(=O)(=O)c1ccc2c(c1)CCN2C(C)=O (configuration not stated)	1%	-6%	-1%	2%	5%	-0.2%	-4%	15%	-0.4%	-0.5%	-1%
O=C(CON1C(=O)c2ccccc2C1=O)c1ccccc1	-11%[11.4 µM]	-2%[9.17 µM]	-7%[11 µM]	4%[11.4 µM]	/	-0.6%[15.4 µM]	9%[11.4 µM]	5%[7.6 µM]	2.4%[9.22 µM]	-2.2%[15.4 µM]	-3%[9.22 µM]
CCCc1cc(C(=O)Nc2ccc(C)cc2)no1	-2%	2%	-2%[2.3 µM]	3%	/	1.1%	-1%	-2%	0.2%	-3.0%	/
CC(=O)NC1CC2CCCC(C1)N2CC(=O)Nc1ccccc1 (configuration not stated)	1%	-1%	-1%	3%	6%	-0.3%	6%	0%	-0.2%[57.5 µM]	5.7%	1%
COc1ccc(C(=O)COc2ccc(NC(C)=O)cc2)cc1	1%	4%	-3%	?	7%	0.6%	2%	-3%	0.6%	-3.8%	2%
COc1cc(COCC(O)CN2CCOCC2)cc(OC)c1OC (configuration not stated)	-5%	-1%	3%	-11%	2%	-0.8%	6%	-7%	/	-1.5%	-1%
COc1ccc(Nc2cc(C(=O)NCCCN3CCN(C)CC3)c3ccccc3n2)cc1OC	-2%	29%	-4%	1%	-3%	-0.8%	-6%	-3%	0.2%	-3.1%	-1%
O=C(O)C1C2CCC(C2)C1C(=O)Nc1nc2ccccc2s1 (configuration not stated)	0%	-10%	-5%	-7%	0%	-0.3%	5%	-15%	0.5%	-0.9%	-2%

Compound activity deposited in PubChem by National Center for Advancing Translational Sciences (NCATS).
